# Bioassay records from PubChem BioAssay.
# PRC2 inh = inhibitors of human EZH2/PRC2 methyltransferase | Q15910 | PRC2 H3K27 methylation, DELFIA TRF, 1 h | inhibition, % at 12.5 µM | hit rate 0.35% among 57,000 | AID 651548;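 active = mean inhibition of replicates at least 50% and every single replicate also reaching 50%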;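 note: dimethyl H3K27 on biotinylated H3 21-44 peptide detected by antibody; plate controls were median neutral control wells for no effect and median positive control wells for full effect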
# IDH1 mut inh = inhibitors of human IDH1 R132H; hit rate 0.18% among 70,000; O75874; inhibition, % at 10 µM; IDH1 R132H reductase, diaphorase/resazurin fluorescence, 60 min; in the data active = inhibition above about 34%;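 note: 0% = DMSO and 100% = no enzyme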
# Target sequence (O75874 whole entry R132H): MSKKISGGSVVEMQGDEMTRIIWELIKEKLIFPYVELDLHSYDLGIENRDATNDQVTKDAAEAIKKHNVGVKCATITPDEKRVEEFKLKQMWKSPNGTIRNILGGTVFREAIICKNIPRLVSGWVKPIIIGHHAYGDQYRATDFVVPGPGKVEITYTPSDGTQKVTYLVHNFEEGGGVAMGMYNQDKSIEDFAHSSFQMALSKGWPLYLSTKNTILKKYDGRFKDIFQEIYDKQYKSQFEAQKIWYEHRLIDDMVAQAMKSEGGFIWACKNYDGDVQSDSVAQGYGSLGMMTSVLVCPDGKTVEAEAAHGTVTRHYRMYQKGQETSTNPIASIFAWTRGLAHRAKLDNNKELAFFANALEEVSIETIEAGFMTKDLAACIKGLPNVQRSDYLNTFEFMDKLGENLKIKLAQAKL
# Active calls of the source: *; · = no result given.
SMILES,PRC2 inh,IDH1 mut inh
CO[C@@H]1CN(C)C(=O)c2ccc(NC(=O)c3ccccc3F)cc2OC[C@H](C)N(C(C)=O)C[C@H]1C,4,0.0
CC(C)NC(=O)N(C)C[C@H]1Oc2ccc(N(C)C)cc2C(=O)N([C@@H](C)CO)C[C@@H]1C,-11,2.2
Cc1ccc(N(CC(=O)NC2CCCC2)S(C)(=O)=O)cc1,7,-0.4
C[C@@H]1CN([C@@H](C)CO)C(=O)c2cc(NS(=O)(=O)c3cn(C)cn3)ccc2O[C@@H](C)CCCCO[C@H]1CN(C)C(=O)c1ccncc1,·,3.1
O=C(NO)c1ccc(C(=O)N/N=C/c2ccc(-c3ccccc3)cc2)cc1,18,0.3
Cc1noc(C)c1S(=O)(=O)Nc1ccc2c(c1)C(=O)N([C@@H](C)CO)C[C@@H](C)[C@@H](CN(C)C(=O)CCCN(C)C)OCCCC[C@H](C)O2,·,0.4
COc1c(OC)c(O)c2c(=O)c(O)c(-c3ccccc3)oc2c1OC,-30,·
Cc1noc(C)c1S(=O)(=O)N(C)C[C@@H]1OCc2ccccc2-c2ccccc2C(=O)N([C@@H](C)CO)C[C@@H]1C,-7,·
C[C@H](C(=O)N(C)C[C@@H]1OCc2ccccc2-c2ccccc2C(=O)N([C@H](C)CO)C[C@H]1C)c1ccccc1,-6,·
COCC(=O)N1C[C@@H](C)[C@H](OC)CN(C)C(=O)c2ccc(NC(=O)c3ccc(F)cc3)cc2OC[C@H]1C,6,0.2
O=C(Cc1cccnc1)N[C@H]1CC[C@@H](CCn2cc(Cc3ccccc3)nn2)O[C@H]1CO,-9,-0.3
COc1ccc(NC(=O)N(C)C[C@@H]2Oc3c(NC(=O)NC(C)C)cccc3C(=O)N([C@H](C)CO)C[C@@H]2C)cc1,-6,0.8
Cc1noc(C)c1S(=O)(=O)Nc1ccc2c(c1)C(=O)N([C@H](C)CO)C[C@@H](C)[C@@H](CN(C)C(=O)Cc1ccccc1)OCCCC[C@@H](C)O2,·,-1.4
O=C(CSc1nnc(-c2ccncc2)o1)Nc1cccc(C(F)(F)F)c1,-2,-0.1
CCC(Sc1ncccn1)C(=O)Nc1c(C)cccc1C (stereo not given),-7,-0.1
COc1ccc(-c2cnc3c(c2)C(=O)N([C@H](C)CO)C[C@@H](C)[C@@H](CN(C)C(=O)C2CCC2)O3)cc1,-5,-0.1
CNS(=O)(=O)c1cc(-c2nnc(Nc3ccc(NC(C)=O)cc3)c3ccccc23)ccc1C,5,-0.2
CC1CCc2c(sc3ncnc(SCC(=O)NCc4ccco4)c23)C1 (stereo not given),6,0.4
CC(C)(C)[S@](=O)N1Cc2cc(C(=O)N3CCOCC3)nc(-c3cccc(-c4ccccc4F)c3)c2[C@@H]1CCO,9,0.4
C[C@H](CO)N1C[C@H](C)[C@H](CN(C)Cc2ccccc2)Oc2ccc(NC(=O)CCC(F)(F)F)cc2CC1=O,-12,·

# 4 records picked at random from the list so far, as already listed:
SMILES,PRC2 inh,IDH1 mut inh
Cc1noc(C)c1S(=O)(=O)Nc1ccc2c(c1)C(=O)N([C@H](C)CO)C[C@@H](C)[C@@H](CN(C)C(=O)Cc1ccccc1)OCCCC[C@@H](C)O2,·,-1.4
CC1CCc2c(sc3ncnc(SCC(=O)NCc4ccco4)c23)C1 (stereo not given),6,0.4
COc1ccc(-c2cnc3c(c2)C(=O)N([C@H](C)CO)C[C@@H](C)[C@@H](CN(C)C(=O)C2CCC2)O3)cc1,-5,-0.1
O=C(CSc1nnc(-c2ccncc2)o1)Nc1cccc(C(F)(F)F)c1,-2,-0.1

# 7 entries out of the list, sorted by number of heavy atoms, high to low:
SMILES,PRC2 inh,IDH1 mut inh
Cc1noc(C)c1S(=O)(=O)Nc1ccc2c(c1)C(=O)N([C@H](C)CO)C[C@@H](C)[C@@H](CN(C)C(=O)Cc1ccccc1)OCCCC[C@@H](C)O2,·,-1.4
CC(C)(C)[S@](=O)N1Cc2cc(C(=O)N3CCOCC3)nc(-c3cccc(-c4ccccc4F)c3)c2[C@@H]1CCO,9,0.4
COCC(=O)N1C[C@@H](C)[C@H](OC)CN(C)C(=O)c2ccc(NC(=O)c3ccc(F)cc3)cc2OC[C@H]1C,6,0.2
CO[C@@H]1CN(C)C(=O)c2ccc(NC(=O)c3ccccc3F)cc2OC[C@H](C)N(C(C)=O)C[C@H]1C,4,0.0
CC(C)NC(=O)N(C)C[C@H]1Oc2ccc(N(C)C)cc2C(=O)N([C@@H](C)CO)C[C@@H]1C,-11,2.2
O=C(CSc1nnc(-c2ccncc2)o1)Nc1cccc(C(F)(F)F)c1,-2,-0.1
CCC(Sc1ncccn1)C(=O)Nc1c(C)cccc1C (stereo not given),-7,-0.1

# Next compounds follow:
SMILES,PRC2 inh,IDH1 mut inh
C[C@H]1CN([C@@H](C)CO)C(=O)Cc2cc(NS(=O)(=O)c3cccs3)ccc2O[C@H]1CN(C)Cc1ccncc1,·,2.5
CC1(C)Cc2nc3sc4c(=O)n(CC(=O)NCCc5ccccc5)cnc4c3cc2CO1,8,0.8
COc1ccc(N(CC(=O)Nc2ccc(F)c(F)c2)S(C)(=O)=O)cc1OC,1,-0.4
C[C@H](CO)N1C[C@H](C)[C@@H](CN(C)C(=O)c2ccccc2F)Oc2cc(-c3ccc(F)cc3)ccc2S1(=O)=O,-9,·
C[C@H]1CN([C@@H](C)CO)C(=O)c2cccc(NS(=O)(=O)c3ccc(F)cc3)c2O[C@@H]1CN(C)Cc1ccc(C(=O)Nc2ccccc2N)cc1,-22,0.3
CCn1c(SCC(=O)Nc2ccccc2F)nnc1-c1ccccc1,2,-0.1
Cc1ccc(S(=O)(=O)N(C)C[C@H]2Oc3cc(C#Cc4ccncc4)ccc3S(=O)(=O)N([C@H](C)CO)C[C@H]2C)cc1,4,1.3
CC1=C(C(=O)Nc2cccnc2)C(c2cccc(O)c2)n2nc(SCc3ccccc3)nc2N1 (stereo not given),4,0.1
COc1ccc(CN(C)C[C@@H]2OCCCC[C@H](C)Oc3ccc(NS(C)(=O)=O)cc3C(=O)N([C@@H](C)CO)C[C@@H]2C)cc1,3,-4.0
COc1ccc(C(Nc2ccccn2)c2ccc3ccc(C)nc3c2O)cc1C (stereo not given),-12,0.7
CCCNC(=O)N1C[C@@H](C)[C@@H](OC)CN(C)C(=O)c2ccc(NC(=O)C3CCC3)cc2OC[C@H]1C,-1,-0.2
CC(C)C#Cc1cnc2c(c1)C(=O)N([C@H](C)CO)C[C@H](C)[C@H](CN(C)C(=O)Nc1cc(F)ccc1F)O2,-7,-0.1
C[C@H](CO)N1C[C@H](C)[C@H](CN(C)C(=O)c2ccccc2)OCCCC[C@H](C)Oc2ccc(NS(=O)(=O)c3ccc(F)cc3)cc2C1=O,·,0.2
CC(C)NC(=O)Nc1ccc2c(c1)CC(=O)N([C@@H](C)CO)C[C@H](C)[C@@H](CN(C)Cc1ccc(C(=O)O)cc1)O2,·,1.0
O=C(C[C@@H]1C=C[C@H](NS(=O)(=O)c2ccccc2)[C@H](CO)O1)NCc1ccccc1F,-19,0.2
O=C(N[C@H]1CC[C@@H](CC(=O)N2CCc3ccccc3C2)O[C@@H]1CO)C1CC1,7,-0.2
COc1ccc(N2C(=O)CC(SCC(=O)Nc3ccc(Cl)c(Cl)c3)C2=O)cc1 (stereo not given),-7,-0.2
Cc1ccc(S(=O)(=O)Nc2ccc3c(c2)C(=O)N([C@@H](C)CO)C[C@@H](C)[C@@H](CN(C)C(=O)Nc2c(C)noc2C)OCCCC[C@H](C)O3)cc1,·,-4.1
C[C@H](CO)N1C[C@H](C)[C@H](CN(C)C)Oc2cc(-c3ccc(C#N)cc3)ccc2S1(=O)=O,4,0.6
C[C@H]1CN([C@@H](C)CO)C(=O)Cc2cc(NC(=O)Cc3cn(C)c4ccccc34)ccc2O[C@@H]1CN(C)S(=O)(=O)c1ccc(Cl)cc1,·,0.3
C[C@@H]1CN([C@H](C)CO)C(=O)Cc2cc(NC(=O)Cc3ccccc3)ccc2O[C@H]1CN(C)Cc1ccc(-c2ccccc2)cc1,·,0.2
CNCCCCOc1ccccc1Cc1ccccc1,-16,-0.9
C[C@H](CO)N1C[C@H](C)[C@@H](CN(C)S(C)(=O)=O)Oc2ncc(C#Cc3ccccc3F)cc2C1=O,-8,-2.4
O=S(=O)(c1ccc(-c2ccon2)s1)N(Cc1ccccn1)Cc1ccccn1,-17,-3.9
CC(C)n1cnc2c(NCc3ccccc3)nc(NCCCO)nc21,·,-0.9
C[C@H](CO)N1C[C@H](C)[C@H](CN(C)C(=O)Nc2ccc(C(F)(F)F)cc2)Oc2c(NC(=O)NC3CCCCC3)cccc2C1=O,-43,-0.6
COc1cccc(S(=O)(=O)N[C@H]2CC[C@@H](CC(=O)NC3Cc4ccccc4C3)O[C@H]2CO)c1,12,-0.3
CC(C)NC(=O)Nc1ccc2c(c1)C(=O)N([C@H](C)CO)C[C@H](C)[C@H](CN(C)CC1CCCCC1)OCCCC[C@H](C)O2,·,5.2
Cc1ccc(NC(=O)CSc2nc(-c3ccccc3)cc(=O)[nH]2)cc1Cl,14,0.5
COc1ccccc1NC(=O)N1C[C@@H](C)[C@H](OC)CN(C)C(=O)c2ccc(NC(=O)c3ccccn3)cc2OC[C@H]1C,-3,-0.2
COc1ccc(C(=O)Nc2ccccc2C(=O)N2CCN(CCO)CC2)cc1,·,-0.5
C[C@@H]1CCCCO[C@H](CN(C)C(=O)Nc2ccc3c(c2)OCO3)[C@@H](C)CN([C@@H](C)CO)C(=O)c2cc(N(C)C)ccc2O1,0,·
O=C(COc1cccc(NC(=O)c2cccc([N+](=O)[O-])c2)c1)c1ccc(F)cc1,17,0.5
COc1ccc(NC(=O)N(C)C[C@H]2Oc3c(NC(=O)c4cc(C)nn4C)cccc3C(=O)N([C@H](C)CO)C[C@@H]2C)cc1,-2,·
CC(C)(C)c1ccc(-c2nc(=O)[nH]n2-c2ccccc2)cc1,-19,0.8
Cc1ccc([N+](=O)[O-])cc1NC(=O)CCn1cnc2ccccc2c1=O,-11,-0.9
COc1ccc(NC(=O)N(C)C[C@@H]2Oc3c(NC(=O)C4CCCCC4)cccc3C(=O)N([C@@H](C)CO)C[C@@H]2C)cc1,-11,-0.7
O=C1N(Cc2ccccc2)Cc2ccccc2[C@H]2OC(c3ccc(OCCCO)cc3)=N[C@@]12CCS(=O)(=O)c1ccccc1,-3,·
C[C@H]1CN([C@@H](C)CO)C(=O)c2cc(-c3cccc(F)c3)cnc2O[C@@H]1CN(C)C(=O)C1CCC1,4,-0.8
O=C(C[C@H]1CC[C@@H](NC(=O)c2cnccn2)[C@H](CO)O1)NCc1ccccc1F,-2,0.1
COc1ccc(-c2cnc3c(c2)C(=O)N([C@@H](C)CO)C[C@@H](C)[C@@H](CN(C)C)O3)cc1,10,1.2
CCC1C/C(=C\c2sccc2C)C(=O)/C(=C/c2sccc2C)C1 (stereo not given),27,-0.4
C[C@@H]1CN([C@@H](C)CO)S(=O)(=O)c2ccc(C3=CCCC3)cc2O[C@@H]1CN(C)C(=O)c1cccnc1,-9,1.1
Cc1ccc(S(=O)(=O)N(C)C[C@H]2Oc3c(NC(=O)C4CCCCC4)cccc3C(=O)N([C@@H](C)CO)C[C@H]2C)cc1,-10,-0.4
Cc1noc(C)c1S(=O)(=O)N(C)C[C@@H]1Oc2ccc(NC(=O)C3CCCCC3)cc2CC(=O)N([C@H](C)CO)C[C@H]1C,·,0.6
C[C@H]1CCCCO[C@@H](CN(C)Cc2ccc3c(c2)OCO3)[C@@H](C)CN([C@@H](C)CO)C(=O)c2cc(NC(=O)C3CCCCC3)ccc2O1,·,-0.6
CCN(CC)c1ccc(/C=N/NC(=O)c2ccccn2)c(O)c1,12,0.2
C[C@H](CO)N1C[C@H](C)[C@H](CN(C)C(=O)NC2CCCC2)Oc2cc(-c3cncnc3)ccc2S1(=O)=O,5,-2.8
Nc1nnc(SCC(=O)Nc2ccc(F)c(Cl)c2)n1-c1ccccc1,2,0.1
CO[C@@H]1CN(C)C(=O)c2ccc(NC(C)=O)cc2OC[C@H](C)N(C(=O)Cc2cccnc2)C[C@@H]1C,6,-0.1
CCC(C)C(O)C(C)(O)/C=C/C1=CC2=C(Cl)C(=O)C(C)(O)C(OC(C)=O)C2CO1 (stereo not given),4,2.5
O=C(N[C@H]1C=C[C@@H](CC(=O)N2CCc3ccccc3C2)O[C@@H]1CO)C1CC1,5,-1.2
C[C@@H]1CN([C@H](C)CO)C(=O)c2cc(C#CCN(C)C)cnc2O[C@H]1CN(C)C(=O)Cc1ccccc1,0,0.1
C[C@H](CO)N1C[C@H](C)[C@@H](CN(C)C(=O)Nc2ccc3c(c2)OCO3)Oc2ccc(NC(=O)Nc3ccccc3)cc2CC1=O,·,0.3
C[C@@H]1CN([C@H](C)CO)C(=O)c2cc(NC(=O)Cc3ccccc3)ccc2O[C@H]1CN(C)Cc1ccc(C(=O)O)cc1,1,·
C[C@@H]1CN([C@@H](C)CO)C(=O)c2cc(NC(=O)Nc3ccccc3)ccc2O[C@@H](C)CCCCO[C@@H]1CN(C)S(=O)(=O)c1ccc(Cl)cc1,·,-2.8
CN(CC(=O)Nc1cccc([N+](=O)[O-])c1)S(=O)(=O)c1ccccc1,·,-0.8
Cc1noc(C)c1S(=O)(=O)Nc1ccc2c(c1)C(=O)N([C@@H](C)CO)C[C@H](C)[C@@H](CN(C)C(=O)Nc1cccc3ccccc13)OCCCC[C@H](C)O2,·,1.1
C[C@H]1CN([C@@H](C)CO)C(=O)c2cc(NC(=O)Nc3ccc4c(c3)OCO4)ccc2O[C@@H]1CN(C)Cc1ccc2c(c1)OCO2,-10,0.1
Cc1ccccc1-c1cnc2c(c1)C(=O)N([C@@H](C)CO)C[C@H](C)[C@@H](CN(C)C(=O)c1ccc(F)cc1)O2,-9,-0.2

# This is a subset; rates above refer to the full screens.
